# From PubChem
# Nrf2 ARE act = qHTS of Nrf2 Activators; AREc32 ARE-luciferase reporter (MCF7-derived line), luminescence, 24 h; Potency, µM (top dose mostly 46.1 µM), for inactives: at the highest dose activation, hits mostly activators; 0.31% of 410,000 active; note: potency is the fitted concentration of half-maximal effect; % of control where 0% means no effect; nearly all actives have a fitted effect of over 65% in size
#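 AREc32 cells carrying an ARE-driven firefly luciferase reporter were seeded at 1000 cells/well in OPTI-MEM with 5% FBS, then exposed to compound for 24 hr at 37 deg C. Luminescence was read with Steady-Glo after 30 min at RT.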
# TGFb SMAD3 inh = qHTS for Inhibitors of TGF-b; 1.2% of 410,000 active; Potency, µM (titrated, usually from 46.1 µM), inactives show at the highest dose activity, negative = inhibition, most hits filed as inhibitors; HepG2 CAGA-GFP TGF-b/SMAD3 reporter, GFP fluorescence, 18 h; TGF-beta stimulated, 500 pg/mL final; note: potency is the fitted concentration of half-maximal effect; % is set by controls: 0 for no effect and ±100 for the full control effect; nearly all actives have a fitted effect of over 65% in size
#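 Using HEPG2 CAGA-GFP reporter cells at 1000 cells/well, we pinned test compounds, stimulated with recombinant TGF-beta (500 pg/mL final) and measured total well GFP after 18 h.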
# Nrf2 inh = Nrf2 qHTS screen for inhibitors; A549 ARE-Fluc reporter, luciferase luminescence, 18-24 h; Potency, µM (series often up to 46 µM), without a hit: at the top dose activity change, negative = inhibition, most hits filed as inhibitors; 2.1% of 360,000 active; AID 504444, 2011; note: potency is the fitted concentration of half-maximal effect; % is set by controls: 0 for no effect and ±100 for the full control effect; nearly all actives have a fitted effect of over 60% in size
#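 Reporter: ARE-Fluc in A549. Exposure: 18-24 h, 37 °C, 5% CO2, 5% FBS OPTI-MEM. Readouts: fluorescent cytotoxicity (CellTiter-Fluor), then luminescent Nrf2 signal after BugLite.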
# A549 tox = Nrf2 qHTS screen for inhibitors: counterscreen for cytotoxicity. A549 ARE-Fluc cells, CellTiter-Fluor viability, 18-24 h. 0.16% of 390,000 active. AID 504648, 2011. Potency, µM (doses to about 46 µM), for the others: at the top dose activity change, negative = cytotoxicity, most hits filed as inhibitors; note: potency is the fitted concentration of half-maximal effect; % is set by controls: 0 for no effect and ±100 for the full control effect
#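 A549 ARE_Fluc cells in 5% FBS OPTI-MEM were exposed to compounds in concentration-response for 18-24 h at 37 deg C. Viability was read by CellTiter-Fluor fluorescence (Ex 405/Em 525) after 30 min, before the luciferase read.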
# S2 tox = Viability Counterscreen for Primary qHTS for Inhibitors of ATXN expression | S2 cells (HEK-293 line with an ATXN2-luciferase reporter) viability, CellTiter-Fluor protease fluorescence, 24 h | AID 651635, 2014 | Potency, µM (series often up to 56.7 µM), hits mostly cytotoxic | 0.49% of 400,000 active; note: potency is the fitted concentration of half-maximal effect; nearly all actives have a fitted effect of over 40% in size
# IL1B secr inh = qHTS for Inhibitors of Inflammasome Signaling: IL-1-beta AlphaLISA Primary Screen. AID 743279, 2014. activity change, % at 57.5 µM. 4.7% of 360,000 active. THP-1 LPS/ATP IL-1B secretion, AlphaLISA, 16 h; active compounds read low; in the data active = activity change below about -50%; inconclusive = mostly about -30% to -49%; note: % is set by controls: 0 for no effect and ±100 for the full control effect
#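 Secreted IL-1B measured by AlphaLISA bead assay after 16 h compound exposure of THP-1 cells; compounds (final up to 57.5 uM) added 1 h before LPS (250 ng/mL) and ATP (1.25 mM) stimulation; lower signal means less secretion.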
# HepG2 viability = qHTS for Inhibitors of TGF-b: Cytotox Counterscreen. HepG2 CAGA-GFP viability, ATP luminescence, 18 h. Potency, µM (doses to about 46.1 µM), without a hit: at the top dose activity change, negative = cytotoxicity, most hits filed as cytotoxic. 0.76% of 410,000 active; note: potency is the fitted concentration of half-maximal effect; some results filed as inactive show a strong effect at the top dose
#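 CellTiter-Glo luminescence gave cytotoxicity after 18 hours at 37 degrees C. The cells were HepG2 CAGA-GFP in 1% FBS DMEM, stimulated with 500 pg/mL TGF-beta after compound addition. %Activity was normalised to no-cell wells (complete cell-killing) and DMSO (no toxicity), and curves were fitted and classified.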
# ATXN2 expr inh = Primary qHTS for Inhibitors of ATXN expression | 0.72% of 360,000 active | HEK-293 ATXN2-luciferase reporter, luminescence, 24 h | Potency, µM (top dose mostly 57 µM), without a hit: top-dose activity change, negative = inhibition, most hits filed as inhibitors; note: potency is the fitted concentration of half-maximal effect; % is set by controls: 0 for no effect and ±100 for the full control effect; nearly all actives have a fitted effect of over 55% in size
#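 ATXN2-luciferase reporter cells (luciferase flanked by upstream and downstream ATXN2 gene portions) were treated 24 h at 37 °C with compounds at up to 57 uM. SteadyGlo luminescence gave expression; GF-AFC fluorescence gave viability.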
# MCF10A rerep = A quantitative high throughput screen for small molecules that induce DNA re-replication in MCF 10a normal breast cells | Potency, µM (doses to about 46.1 µM), for the others: at the top dose activity, positive = re-replication, hits mostly activators | 2.9% of 350,000 active | MCF 10A DNA re-replication, Hoechst nuclear intensity, 48 h; note: potency is the fitted concentration of half-maximal effect; % of control where 0% means no effect; nearly all actives have a fitted effect of over 50% in size
# Numbers without * were called inactive; i = inactive; ? = inconclusive; . = no result given; & = joins results of further samples; ! = not confirmed by another sample; [ ] = remark or other dose. Unless noted, calls come from the whole dose curve; as a rule, active = well fitted curve in the direction sought with a large enough effect; inconclusive = small, poorly fitted or top-dose-only effect, or another doubt; inactive = no such curve, though single readings can be large; an effect the other way counts as inactive or inconclusive.
SMILES,Nrf2 ARE act,TGFb SMAD3 inh,Nrf2 inh,A549 tox,S2 tox,IL1B secr inh,HepG2 viability,ATXN2 expr inh,MCF10A rerep
Cc1cc(C)n(-c2nnc(Nc3ccc(C(C)C)cc3)c3ccccc23)n1,8.4%,?,.,-14%,i,.,-10%,-37%,.
Cc1ccc(N(CC(=O)N2CCOCC2)S(C)(=O)=O)cc1C,0.4%,?,-12%,2%,i,21,3%,-2%,4%
O=[N+]([O-])c1ccc2c(c1)Cc1cc(F)ccc1-2,0.4%,-6%,-3%,0%,i,-21,-6%,1%,-29%
COc1ccc(CNC(=O)CSc2nccn(-c3ccc(F)c(F)c3)c2=O)cc1,-0.8%,-5%,-4%,0%,i,18,-2%,1%,2%
CC(C)=CCN1CCN(Cc2cccn2-c2ccccn2)CC1CCO (stereo not given),-0.2%,12%,-6%,-3%,i,-13,45%,-15%,-1%
COc1ccc(CNCc2c(C(=O)O)c(C)n(Cc3ccccc3C)c2C)c(OC)c1,0.1%,-8%,16%,6%,.,.,-19%,.,.
O=C(c1cccs1)N(c1ccc(Cl)cc1)C1C=CS(=O)(=O)C1 (stereo not given),-0.1%,-2%,21%,0%,i,-16,27%,1%,8%
CCn1c(/C=C2\C(=O)N(C(C)C)c3ccccc32)nc2ccccc2c1=O,?,-22%,-12%,-7%,i,6,-24%,-9%,27%
CNc1nc2ccccc2n1N,-0.6%,-16%,14%,-1%,i,4,8%,4%,10%
CCNC(=S)NNC(=O)c1c(Cl)c(C)nn1C,-0.6%,8%,-13%,-1%,i,1,-28%,-7%,-3%
O=C1CC(c2ccc(Cl)cc2)c2cc3c(cc2N1)OCCO3 (stereo not given),0.6%,-6%,?,1%,i,.,-21%,?,.
O=C1CCC(/C=C/c2ccccc2)=NN1Cc1ccccc1Cl,0.2%,?,.,-6%,i,-8,-1%,-15%,13%
COc1cc(/C=N/NC(=O)c2csc3c2CCCC3)cc(OC)c1O,5.6%,-4%,-11%,-3%,i,-7,-13%,3%,3%
CCc1ccc(C(=O)NCc2ccc(Cl)cc2)cc1,2.9%,-7%,?,2%,i,-3,1%,21%,-4%
COc1ccc(Cl)cc1NC(=O)CN(C)C(=O)CSc1ccc2c(c1)OCCO2,-0.3%,-29%,-12%,-10%,i,12,-15%,-15%,13%
CCOC(=O)c1sc2nc3c(cc2c1N)COC(C)(C)C3,2.5%,-1%,?,-1%,i,-8,2%,82%[activator],?
CCn1cc(C(=O)NC(=S)Nc2cccc(O)c2)cn1,4.3%,-5%,22%,-11%,i,-3,9%,28%,0%
C#CCOC(=O)CN1C(=O)c2cccc3cccc(c23)C1=O,6.3%,1%,-4%,10%,i,-2,1%,7%,2%
Cc1nc2ccc(NC(=O)c3ccc([N+](=O)[O-])cc3)cc2[nH]1,-0.3%,18%,-22%,2%,i,3,0%,11%,2%
O=C(NC1CCCC1)c1ccc(CSc2nc3ccncc3n2Cc2cccc(F)c2)cc1,10%,?,?,-3%,?,.,-35%,-25%,.
Cc1ccccc1N1CC(C(=O)N2CC(C)CC(C)C2)CC1=O (stereo not given),-0.8%,-3%,13%,3%,i,5,-10%,-4%,22%
CC(=O)[C@@H]1[C@@H](C(=O)c2ccc(F)cc2)[C@]2(C(=O)Nc3ccccc32)[C@H]2C=Cc3cc(F)ccc3N12,8.8%,-16%,8%,-7%,i,-74*,-30%,-11%,21µM*
CN1/C(=C\C(=O)C(F)F)C(C)(C)c2ccccc21,-0.7%,16%,3%,0%,i,20,3%,2%,-12%
O=C(NCCCN1CCCCC1)C1CCC(CNS(=O)(=O)c2cccc3nsnc23)CC1 (stereo not given),0.1%,7%,1%,-2%,i,-10,1%,2%,2%

# Four records drawn at random from the list so far, as already listed:
SMILES,Nrf2 ARE act,TGFb SMAD3 inh,Nrf2 inh,A549 tox,S2 tox,IL1B secr inh,HepG2 viability,ATXN2 expr inh,MCF10A rerep
O=C(NC1CCCC1)c1ccc(CSc2nc3ccncc3n2Cc2cccc(F)c2)cc1,10%,?,?,-3%,?,.,-35%,-25%,.
COc1cc(/C=N/NC(=O)c2csc3c2CCCC3)cc(OC)c1O,5.6%,-4%,-11%,-3%,i,-7,-13%,3%,3%
Cc1ccccc1N1CC(C(=O)N2CC(C)CC(C)C2)CC1=O (stereo not given),-0.8%,-3%,13%,3%,i,5,-10%,-4%,22%
CCOC(=O)c1sc2nc3c(cc2c1N)COC(C)(C)C3,2.5%,-1%,?,-1%,i,-8,2%,82%[activator],?

# Other compounds
SMILES,Nrf2 ARE act,TGFb SMAD3 inh,Nrf2 inh,A549 tox,S2 tox,IL1B secr inh,HepG2 viability,ATXN2 expr inh,MCF10A rerep
Cc1cc(-c2ccccc2)nc(N2CCN(c3ccccn3)CC2)n1,0.7%,0%,?,2%,i,32,1%,60%[activator],1%
CC(C)CCN(C(=O)CNC(=O)c1ccco1)C(C(=O)NC1CCCCC1)c1cccnc1 (stereo not given),0.2%,-8%,-1%,-7%,i,16,-29%,-4%,-1%
Cc1ccccc1CN1CCNC(=O)C1CC(=O)NCCC1=CCCCC1 (stereo not given),0.2%,0%,14%,5%,i,i,-1%,2%,1%
CCOC(=O)N1CCN(C(=O)c2ccc3c(c2)NC(=O)C(N2CCOCC2)S3)CC1 (stereo not given),-0.5%,1%,-15%,-6%,i,29,-2%,0%,-7%
Cn1c(N)c(C(=O)CCl)c(=O)n(Cc2ccccc2)c1=O,4.2%,-1%,17%,3%,i,-97*,-18%,5%,-8%
Cc1cc(C)c(S(=O)(=O)N2CCCC(C(=O)N3CCCC3)C2)c(C)c1 (stereo not given),0.1%,-1%,?,-2%,i,0,11%,3%,3%
C=C(C)c1cccc(C(C)(C)NC(=O)N2CCC(C)CC2)c1,-0.5%,-4%,1%,-6%,i,?,-2%,3%,-4%
Cc1ccc(S(=O)(=O)N2CC(O)CC2C(=O)OCC(=O)Nc2ccc([N+](=O)[O-])cc2C(F)(F)F)cc1C (stereo not given),-0.6%,-18%,3%,0%,i,8,3%,-4%,2%
CCN1CCN(Cc2ccc(NC(=O)c3cc(NC(=O)C(=O)c4c[nH]c5ccccc45)cc(OC)c3)cc2C(F)(F)F)CC1,-5.3%&-2.8%,?,-29%,-20%,16µM*,-80*,11µM*!,14µM*!,?
C=C(C)c1nc(N)nc(N)n1,4.8%,-4%,-11%,-13%,i,-11,-2%,33%[activator],?
Cc1nc(Cl)c2c(n1)NC(=O)CO2,-0.1%,1%,12%,3%,?,-6,10%,.,-3%
O=S(=O)(NC(=NC1CCCCC1)c1ccccc1)c1ccccc1,-0.3%,-13%,12%,-15%,i,-5,-4%,7%,-3%
O=C(N/N=C/c1cccc([N+](=O)[O-])c1)c1ccc2c(c1)OCCO2,0.4%,0%,?,1%,i,-9,-21%,22%,7%
CCCCSc1nnc2nc(C)cc(C)n12,3.1%,3%,-2%,.,i,-17,-17%,22%,6%
COc1ccc(NC(=O)C2CCCN2c2nn3c(=O)cc(C)nc3s2)cc1 (stereo not given),0.1%,7%,5%,-1%,?,32,2%,-3%,15%
O=C(COC(=O)c1cc([N+](=O)[O-])ccc1NCCO)NCc1cccs1,-0.4%,4%,14%,1%,i,18,-11%,10%,0.65µM*
COc1ccc(S(=O)(=O)N2CCN(c3ccc(C)cc3C)CC2)cc1OC,0.3%,-35%,?,7%,i,10,-18%,-27%,19%
COc1cc(C(=O)N=c2sccn2C)c([N+](=O)[O-])cc1OC,0.6%,0%,3%,-4%,i,-4,3%,10%,0%
COc1ccc(CC(=O)Oc2cc(C)[nH]c(=O)c2[N+](=O)[O-])cc1,-0.5%,1%,8%,-5%,i,6,2%,4%,-2%
CSc1nnc(NC(=O)c2ccco2)s1,15%,-6%,4%,-5%,i,8,-4%,17%,?
CC1(OC(=O)CCc2ccccc2)C(=O)C=C2C=C(c3ccc(C#N)cc3)N(CCc3c[nH]c4ccccc34)C=C2C1=O (stereo not given),5.6%,-3%,8%,-4%,i,1,-1%,3%,15%
COC(=O)c1sc(S(=O)(=O)Nc2ccc(C)c(C)c2)c(C(=O)OC)c1C,2.1%,-22%,?,-17%,i,18,-4%,.,1%
COc1cc(OC)cc(C(=O)Nc2nc(CC(=O)NCCc3ccccc3)cs2)c1,3.1%,-7%,?,0%,i,?,5%,1%,4%
O=C(NCc1ccncc1)C(=O)NCC1OCCN1S(=O)(=O)c1ccc(F)cc1 (stereo not given),-0.4%,0%,-19%,-4%,i,32,0%,-7%,4%
CCCNC(=O)c1ccc(Cn2c(SCC(=O)NC(C)C)nc3ccccc3c2=O)cc1,0.1%,35%[activator],.,-1%,i,.,-6%,8%,.
COc1ccc(-c2nnn(CC(=O)NCCc3c[nH]c4ccccc34)n2)cc1OC,0.3%,8%,?,-5%,i,0,-11%,-3%,2%
COc1ccc(NC(=O)CS(=O)(=O)c2ccc(F)cc2)cc1,3.4%,0%,29%,-2%,i,19,-1%,14%,-3%
Cc1cccc[n+]1CC(=O)Nc1ccc([N+](=O)[O-])cc1Cl,2.9%,-11%,-20%,-3%,i,11,-17%,-9%,5%
NS(=O)(=O)c1cc(C(=O)Nc2ccc3c(c2)OCCCO3)ccc1Cl,2.8%,2%,?,2%,i,6,-8%,55%[activator],-1%
NC(=O)c1ccccc1N(Cc1ccccc1)S(=O)(=O)c1ccccc1,-0.2%,4%,3%,3%,i,-12,0%,-3%,8%
COc1ccc(-c2cc(C(F)(F)F)nc(SCC(=O)Nc3ccc(C(C)=O)cc3)n2)cc1,-0.8%,?,23µM*,-29%,.,.,-25%,?,.
COc1ccc(S(=O)(=O)n2nc(-c3ccc(Cl)cc3)cc2N)cc1OC,6.8%,?,?,1%,i,-2,-40%,-29%,4%
